Screening data from PubChem.
C8 TRAIL sens – viability loss with TRAIL in NB7+C8 cells, primary screen, TRAIL sensitizer project, cell-based, ATPlite luminescence; 360,000 tested, 1% active; inhibition (viability loss, TRAIL sensitization), % at 10 µM;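 active = compounds causing at least 50% loss of cell viability in the single-dose screen, relative to plate controls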
NCOA3 inh – SRC3 coactivator transcriptional activity inhibitors, primary screen, cell-based, luminescence; AID 588352, 2011; 360,000 tested, 0.17% active; inhibition, % at 3.6 µM; HEK293 GAL4-SRC3 luciferase reporter; Nuclear receptor coactivator 3 (Homo sapiens), Q9Y6Q9;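 active = inhibition above a per-campaign cutoff, the mean of all compounds plus 3 SD, cut at about 60% in these data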;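 also: 0% = DMSO-treated cells and 100% = gossypol-treated cells at 36 µM; higher means less SRC3-driven luciferase light from the GAL4 reporter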
NCOA2 inhibitor – inhibition of GAL4-SRC2 driven luciferase reporter, primary screen, SRC2 inhibitor project, cell-based, luminescence. HEK293 GAL4-SRC2 luciferase reporter. inhibition, % at 9 µM. AID 651957, 2012. Nuclear receptor coactivator 2 (Homo sapiens), Q15596. 370,000 tested, 0.17% active;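 active = inhibition above the mean inhibition of all tested compounds plus 3 SD, set per campaign, cut at about 52% in these data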;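 also: 0% = DMSO treated cells and 100% = cells given Gossypol at 36 µM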
SRC1 inh – SRC1 coactivator transcriptional activity inhibitors, primary screen, cell-based, luminescence | Nuclear receptor coactivator 1 (Homo sapiens), Q15788 | HEK293 GAL4-SRC1 luciferase reporter | inhibition, % at 3.6 µM | 360,000 tested, 0.12% active | AID 588354, 2011;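 active = inhibition above the campaign mean plus 3 SD, with each screening campaign given its own cutoff, cut at about 60% in these data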;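 also: 0% = DMSO treated cells and 100% = gossypol at 36 µM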
TWEAK-Fn14 inh – inhibitors of TWEAK-Fn14 signaling, primary screen, luciferase reporter cells, uHTS | TWEAK-stimulated Fn14 reporter cells, luciferase luminescence, 8 h | inhibition, % at 10 µM | 360,000 tested, 2% active; in the data active = inhibition above about 50%
TLR9-MyD88 block – inhibitors of TLR9-MyD88 association in cells, primary screen, cell-based, CHO, BLA complementation, fluorescence | 340,000 tested, 0.21% active | Toll-like receptor 9 (Homo sapiens) + Myeloid differentiation primary response protein … | CCF4 FRET ratio | inhibition, % at 4.98 µM;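 active = inhibition above the mean over all tested compounds plus 3 SD, cut at about 21% in these data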;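 also: 0% = DMSO only wells and 100% = clavulanate BLA inhibitor control wells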
EBV LMP1 NFkB – EBV LMP1-driven NF-kappaB luciferase reporter inhibitors, primary screen, cell-based, luminescence, single point | LMP1-induced NF-kappaB luciferase reporter cells | inhibition, % at 12.5 µM | 350,000 tested, 0.69% active; in the data active = inhibition above about 41%;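 also: 0% = neutral control wells and 100% = reference inhibitor control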
TROY signal inh – inhibitors of TROY-driven NF-kB signaling, primary screen, Q293 LMP1-TROYcd cells, NF-kB luciferase, uHTS; inhibition, % at 10 µM; 360,000 tested, 0.98% active; Q293 LMP1-TROYcd NF-kB luciferase reporter, 4 h;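 active = compounds whose plate-normalised and pattern-corrected inhibition of the luciferase reporter signal at the single screening dose is 50% or more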
NOD2-RIPK2 inh – NOD2-RIPK2 binding disruptors in cells, primary screen, fluorescence, CHO cells, BLA complementation | Receptor-interacting serine/threonine-protein kinase 2 (Homo sapiens), O43353 | CCF4 ratio | inhibition, % at 4.98 µM | 360,000 tested, 0.38% active; in the data active = inhibition above about 21%;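 also: 0% = vehicle only and 100% = reference blocker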
NR2F2 inh – NR2F2 transcriptional activity inhibitors, primary screen, cell-based, luciferase reporter, HEK293T, luminescence | HEK293T NGFI-A luciferase reporter | inhibition, % at 8.6 µM | 370,000 tested, 0.7% active | COUP transcription factor 2 (Homo sapiens), P24468 | AID 686940, 2013;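 active = inhibition above a per-plate cutoff, mean inhibition of test wells between control levels plus 3 SD, cut at about 38% in these data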;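 also: cells cotransfected with COUP-TFII expression vector driving the NGFI-A reporter; 0% = median of COUP-TF2 test wells and 100% = reporter-only cells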
Target sequence (P24468 whole entry, looked up): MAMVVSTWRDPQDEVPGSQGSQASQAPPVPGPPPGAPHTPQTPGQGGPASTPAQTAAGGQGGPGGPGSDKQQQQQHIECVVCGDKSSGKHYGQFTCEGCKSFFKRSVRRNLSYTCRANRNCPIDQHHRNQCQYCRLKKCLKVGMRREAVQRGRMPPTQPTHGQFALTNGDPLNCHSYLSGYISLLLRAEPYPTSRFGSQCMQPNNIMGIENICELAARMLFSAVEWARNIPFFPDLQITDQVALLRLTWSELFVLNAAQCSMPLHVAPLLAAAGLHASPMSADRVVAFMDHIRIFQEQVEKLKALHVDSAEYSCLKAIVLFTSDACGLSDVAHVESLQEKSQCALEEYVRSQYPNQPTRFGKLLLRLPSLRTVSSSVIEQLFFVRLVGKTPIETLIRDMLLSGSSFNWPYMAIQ
LRH-1 inv ag – LRH-1 (NR5A2) inverse agonists, primary screen, cell-based, luminescence, HEK293T, StAR-luciferase reporter; inhibition, % at 3.6 µM; AID 602396, 2012; 360,000 tested, 0.13% active; LRH-1 transfected, 24 h;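 active = inhibition above the mean inhibition of all tested compounds plus 3 SD, cut at about 73% in these data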;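 also: 0% = DMSO wells and 100% = reporter-only cells lacking LRH-1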
Target sequence (O00482 whole entry, looked up): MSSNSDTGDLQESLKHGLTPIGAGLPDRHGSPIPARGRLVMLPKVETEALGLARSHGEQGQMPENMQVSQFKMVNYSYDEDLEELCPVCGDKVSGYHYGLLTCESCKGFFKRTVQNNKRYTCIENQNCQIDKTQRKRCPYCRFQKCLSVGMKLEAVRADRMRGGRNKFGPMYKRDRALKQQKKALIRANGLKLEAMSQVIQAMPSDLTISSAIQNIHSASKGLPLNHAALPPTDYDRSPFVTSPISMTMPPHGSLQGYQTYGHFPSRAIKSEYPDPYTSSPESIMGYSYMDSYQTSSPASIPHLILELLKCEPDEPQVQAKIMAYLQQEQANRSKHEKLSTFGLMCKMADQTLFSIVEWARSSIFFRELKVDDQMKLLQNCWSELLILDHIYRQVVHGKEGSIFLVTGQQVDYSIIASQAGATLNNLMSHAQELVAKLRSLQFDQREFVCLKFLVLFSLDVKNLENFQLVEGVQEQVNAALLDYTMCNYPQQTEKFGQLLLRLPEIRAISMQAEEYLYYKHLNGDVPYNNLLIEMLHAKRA
* hit, by the source's call; . = not tested or not shown. A portion of the library; the hit share may differ from the screen's.

SMILES	C8 TRAIL sens	NCOA3 inh	NCOA2 inhibitor	SRC1 inh	TWEAK-Fn14 inh	TLR9-MyD88 block	EBV LMP1 NFkB	TROY signal inh	NOD2-RIPK2 inh	NR2F2 inh	LRH-1 inv ag
Oc1cccc(/C=N/N2CCCCC2)c1O	4	-48	-37	-20	-11	5	-5	-38	-10	1	-23
CCOC(=O)CSc1nnc(-c2ccoc2C)n1-c1ccc(OCC)cc1	1	10	-49	-14	-11	-3	0	1	-6	17	0
Cc1nc(NC(=O)C2CCCC2)sc1Cc1ccc2c(c1)OCO2	6	-9	-19	-35	29	-3	-36	-56	-1	-48	-34
Cc1cc(N/N=C/c2cccc(F)c2)nc(NCc2ccccc2)n1	32	-2	6	-11	-3	5	6	-29	3	-16	11
O=C(CN1C(=O)NC2(CCCc3ccccc32)C1=O)Nc1cc(F)ccc1F (configuration not stated)	4	24	16	-2	4	-1	-12	0	-4	14	-10
Cc1ccc2c(c1)N(CC(=O)N1CCCc3ccccc31)C(=O)CO2	-4	20	-4	-5	-9	4	4	11	-7	5	18
Cc1c(NC(=O)Nc2ccc(C#N)cc2)c(=O)n(-c2ccccc2)n1C	-18	-3	-15	22	10	-6	8	-12	-5	3	-9
CC1(C(=O)NS(=O)(=O)c2ccc3c(c2)CCO3)CCN1C(=O)c1ccccc1CCc1ccccc1 (configuration not stated)	3	2	9	-1	-15	.	.	-8	-12	-13	10
COc1cc(C(=O)NCC(=O)OCC(=O)N2CCc3ccccc32)cc(OC)c1OC	1	11	1	-7	2	-3	-1	-7	-2	6	8
O=C1c2oc3ccc(F)cc3c(=O)c2C(c2ccc(F)cc2)N1CCCN1CCOCC1 (configuration not stated)	12	-6	3	3	4	4	3	-23	-2	-7	0
CC(C)c1cccc(-c2csc(C(C)(O)c3cccc(F)c3)n2)c1 (configuration not stated)	-8	4	21	-8	15	.	.	-3	-11	-3	18
COC(=O)CSc1nc(C)c(C(=O)Nc2ccccc2C)c(-c2ccc(Cl)cc2)c1C#N	-14	1	-11	-12	-26	4	-7	12	7	12	-3
Nc1ccccc1C(=O)NCCCN1CCOCC1	-17	-4	-16	-25	9	-10	7	-4	2	10	2
Cc1cc([N+](=O)[O-])ccc1NC(=O)C(C)[n+]1ccccc1 (configuration not stated)	-1	12	-2	7	10	-2	-11	-4	-5	3	5
O=C1CCC/C=C\C[C@@H](CC(=O)N(CCO)Cc2ccccc2)C(=O)N[C@H](c2ccccc2)CO1	1	8	-5	0	3	9	-11	-31	8	0	-10
CCCCCn1c(CN(C)Cc2ccccc2)nc2c1c(=O)n(C)c(=O)n2C	14	0	3	1	3	3	1	17	-9	10	-5
Cc1ccc(C2CC(=O)Nc3c2ccc2ccccc32)cc1[N+](=O)[O-] (configuration not stated)	1	5	0	2	17	0	-17	30	-10	-6	27
COc1ccc(C2CC(c3ccccc3)Nc3nc(N)nn32)cc1 (configuration not stated)	10	-2	-2	-6	-2	-2	1	-42	-12	-3	3
COc1cccc(C(CC(=O)NCCN2CCOCC2)NS(=O)(=O)c2ccc(C)cc2)c1OC (configuration not stated)	3	17	5	18	6	-6	3	27	1	21	23
COC(=O)c1cc(S(=O)(=O)N2CCN(c3cc(C)ccc3C)CC2)c[nH]1	-3	-21	-3	-7	-8	2	11	-6	3	3	-5
COCCNC(=O)/C(C#N)=C/c1cc(Br)c(O)c(OC)c1	-6	4	-16	-38	15	0	-14	-5	-6	7	11
CCCNC(=O)CS(=O)Cc1nc(-c2ccc(OC)cc2)oc1C (configuration not stated)	-4	-17	-13	-6	4	-7	-7	-20	0	9	-6
COc1cc(/C=C2\SC(=O)N(Cc3ccc(Cl)cc3)C2=O)cc([N+](=O)[O-])c1O	3	14	-16	-4	56*	-1	0	55*	-1	6	3
COc1ccc(/C=C/CN2CCN(Cc3ccc(F)cc3)C(CCO)C2)cc1 (configuration not stated)	-9	20	-2	10	14	-9	4	-19	1	1	-3
CC(C)Cn1c(SCC(=O)NC2CCCc3ccccc32)nc(O)cc1=O (configuration not stated)	-12	11	12	8	-12	7	1	-12	7	11	-9

4 of the compounds above, in CSV form:
SMILES,C8 TRAIL sens,NCOA3 inh,NCOA2 inhibitor,SRC1 inh,TWEAK-Fn14 inh,TLR9-MyD88 block,EBV LMP1 NFkB,TROY signal inh,NOD2-RIPK2 inh,NR2F2 inh,LRH-1 inv ag
O=C(CN1C(=O)NC2(CCCc3ccccc32)C1=O)Nc1cc(F)ccc1F (configuration not stated),4,24,16,-2,4,-1,-12,0,-4,14,-10
COc1ccc(/C=C/CN2CCN(Cc3ccc(F)cc3)C(CCO)C2)cc1 (configuration not stated),-9,20,-2,10,14,-9,4,-19,1,1,-3
Cc1nc(NC(=O)C2CCCC2)sc1Cc1ccc2c(c1)OCO2,6,-9,-19,-35,29,-3,-36,-56,-1,-48,-34
CCCNC(=O)CS(=O)Cc1nc(-c2ccc(OC)cc2)oc1C (configuration not stated),-4,-17,-13,-6,4,-7,-7,-20,0,9,-6

Next part
SMILES	C8 TRAIL sens	NCOA3 inh	NCOA2 inhibitor	SRC1 inh	TWEAK-Fn14 inh	TLR9-MyD88 block	EBV LMP1 NFkB	TROY signal inh	NOD2-RIPK2 inh	NR2F2 inh	LRH-1 inv ag
CN(C(=O)COc1ccccc1)c1ccc([N+](=O)[O-])cc1	-3	4	4	-17	-6	2	6	14	2	27	9
CCc1ccccc1NC(=O)c1ccc(S(=O)(=O)NCC2CCCO2)cc1 (configuration not stated)	-26	-22	2	11	15	1	5	-2	-3	16	14
CC(CCc1ccccc1)NC(=O)C(=O)NCc1ccccc1 (configuration not stated)	10	-6	6	1	2	16	-5	5	-3	-13	-9
COc1ccc(C2CC(c3cccc(C)c3)n3ncnc3N2)cc1 (configuration not stated)	1	13	-7	-7	-4	1	-8	-1	-4	2	-1
Cc1cnc(C(=O)Oc2ccc(-c3ccccc3)cc2)cn1	-7	-21	-1	7	5	6	-2	-10	-2	5	-12
CC(C)n1nccc1N(Cc1ccc(Br)cc1)S(=O)(=O)c1ccccc1	-14	14	-7	-1	-22	-6	2	-2	-3	13	-9
Cc1cc(OCC(=O)NCc2nc(-c3ccccc3)no2)c(C)cc1Br	-10	4	8	-17	45	-1	-5	.	-9	2	-11
CCC(C)[C@H](NC(=O)OC(C)(C)C)C(=O)N/N=C/c1ccc2nccnc2c1 (some centres not stated)	-12	4	-28	-8	7	5	5	-6	-6	-17	9
NC(=O)c1ccccc1OC1CCC1	6	-10	-9	19	-9	.	9	-15	-12	2	11
CCNS(=O)(=O)c1ccc(CCC(=O)NCCC2=CCCCC2)cc1	0	18	-12	10	-16	0	-16	-19	4	-12	-4
CC(C)(O)CC[C@@H](O)[C@](C)(O)[C@H]1CC[C@@]2(O)C3=CC(=O)[C@@H]4C[C@@H](O)[C@@H](O)C[C@]4(C)[C@H]3CC[C@]12C	-2	-22	-18	-20	0	-3	-2	-4	1	6	-2
O=C(CN1CCN(Cc2ccccc2Cl)C1=O)NC1CCCCCC1	-5	-42	-11	-29	-36	-10	-7	-6	-3	2	-14
S=C(NCCc1ccccc1)N/N=C/c1ccccc1Cl	-12	12	-14	-25	-20	-4	2	-27	-9	0	-15
Cc1cc(C)n(C(=O)CN2C(=O)CCC2=O)n1	-11	22	2	-14	-17	-11	-14	-16	1	15	-1
Cc1ccn2c(=O)c(C(=O)NCCC3=CCCCC3)c(O)nc2c1	-20	-2	-3	-15	-29	-3	-3	-30	-1	-24	7
O=C(CSc1nc2ccc(NC(=O)CSc3nnnn3-c3ccccc3)cc2s1)Nc1ccccc1	12	-2	-8	-1	-70	-7	-3	15	2	12	22
COc1cccc(N=c2oc3cc(O)ccc3cc2C(=O)NCC2CCCO2)c1 (configuration not stated)	0	-5	-52	-16	14	-52	-13	-21	-75	-42	-84
COc1cccc(C2C(C(=O)c3cc4cccc(OC)c4o3)=C(O)C(=O)N2c2cc(C)on2)c1OC (configuration not stated)	-14	-2	-31	4	-3	-11	1	-2	-8	-3	10
CN1/C(=C\C(=O)COc2ccc3c(c2)OCO3)C(C)(C)c2ccccc21	13	3	29	5	64*	-11	14	69*	-7	12	-9
Cc1cc(C(=O)NP(=O)(N2CCOCC2)N2CCOCC2)c(C)n1-c1ccc(N(C)C)cc1	-1	-11	-22	11	14	0	5	5	-8	4	-2
COc1ccc(C(=O)NCc2ccc3c(c2)OCO3)cc1S(=O)(=O)NCc1ccc(Cl)cc1	10	9	0	11	1	-1	14	-6	-1	-4	-1
Cc1ccc(N2CCN(C3=NC(=O)/C(=C\c4cccs4)S3)CC2)cc1	-5	5	8	-9	-12	-5	7	0	-6	20	6
COc1ccc(C(=O)NN(c2ccccc2)c2ccccc2)cc1	1	14	7	13	-9	-1	0	7	3	10	-11
Cc1ccc(S(C)(=O)=O)cc1C(=O)NC(C)C1CC2CCC1C2 (configuration not stated)	-5	-4	-7	4	-13	-4	0	-16	-8	-10	-12
COCCNC(=O)COC(=O)c1[nH]c(C)c(C(C)=O)c1C	14	20	-13	-22	7	0	-9	30	5	6	7

Among those listed so far, these contain two or more sulfur atoms.
SMILES	C8 TRAIL sens	NCOA3 inh	NCOA2 inhibitor	SRC1 inh	TWEAK-Fn14 inh	TLR9-MyD88 block	EBV LMP1 NFkB	TROY signal inh	NOD2-RIPK2 inh	NR2F2 inh	LRH-1 inv ag
O=C(CSc1nc2ccc(NC(=O)CSc3nnnn3-c3ccccc3)cc2s1)Nc1ccccc1	12	-2	-8	-1	-70	-7	-3	15	2	12	22
Cc1ccc(N2CCN(C3=NC(=O)/C(=C\c4cccs4)S3)CC2)cc1	-5	5	8	-9	-12	-5	7	0	-6	20	6

3 entries already listed, arranged by the number in NOD2-RIPK2 inh, high to low:
mol,NOD2-RIPK2 inh
O=C(CSc1nc2ccc(NC(=O)CSc3nnnn3-c3ccccc3)cc2s1)Nc1ccccc1,2
O=C(CN1CCN(Cc2ccccc2Cl)C1=O)NC1CCCCCC1,-3
Cc1cc(OCC(=O)NCc2nc(-c3ccccc3)no2)c(C)cc1Br,-9
